Screening results deposited in PubChem BioAssay by several laboratories.
hERG rescue: compounds protecting human hERG from proarrhythmic drug block; Q12809; CHO-hERG, FluxOR thallium flux, dofetilide IC70 present; activation (rescue from dofetilide block), less the hit threshold, % at 10 µM; 310,000 tested, 0.51% active;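 active means activation above the mean of controls blocked by dofetilide plus 5 SD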;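 further: thallium influx through hERG after potassium depolarization seen as dye fluorescence rise; in these data hits start at about 4.7%; inactives centre near -7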
KCNQ1 inh: inhibitors of human KCNQ1 potassium channel; AID 2642; CHO-K1 KCNQ1, FluxOR thallium flux fluorescence; hits give high values; B-score at 10 µM; 310,000 tested, 1.3% active;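 active means compounds whose thallium flux B-score, printed positive for inhibition, exceeds three library SD while starting fluorescence stays within three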;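 further: channel opened by potassium depolarization with thallium stimulus after 20 min compound exposure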
TRPC4 block: inhibitors of mouse TRPC4 channel. 300,000 tested, 0.39% active. B-score at 10 µM. HEK293 TRPC4beta/mu-opioid, DAMGO-evoked Fluo4 calcium flux; hits give low values. Q9QUQ5;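 active means B-score over 3 SD under the library average, no early fluorescence shift, positive overall ratio signal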
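Signal: kinetic Fluo4 fluorescence imaging of calcium influx. Material: stable TRPC4beta/mu-opioid receptor HEK293 cells. Probe or stimulus: DAMGO in two steps, submaximal then maximal.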
Platelet DG rel: platelet dense granule release activity; human platelet-rich plasma, SFLLRN dense granule ATP release, luminescence; inhibition, %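 (compounds screened at 7.5 µM in platelet-rich plasma)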; 300,000 tested, 0.22% active;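 active means mean replicate score, as percent of positive control, at or above 50; inconclusive means mean below 50 but at least one replicate at or above 50; inactive means mean and every replicate below 50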
TRPC4 act: activators of mouse TRPC4 channel. HEK293 TRPC4beta/mu-opioid, Fluo4 calcium fluorescence; hits give high values. 310,000 tested, 0.49% active. B-score at 10 µM;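 active means B-score above 5 SD of library B-scores, and initial fluorescence ratio not above library mean plus 5 SD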;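 further: positive B-score marks a calcium rise read as TRPC4 activation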
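System – HEK293 cells stably co-expressing mouse TRPC4beta and mu-opioid receptor · Signal – Fluo4 calcium-sensitive dye fluorescence, kinetic, 1 Hz baseline · Benchmarks – buffer (low) and maximal DAMGO (high) · Read-out – B score of integrated fluorescence ratio per well · Incubation – dye loading 45 min room temperature, 110 s kinetic read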
KCNK9 block: inhibitors of human KCNK9 two-pore domain potassium channel; B-score at 10 µM; AID 488922; HEK293 KCNK9, FluxOR thallium flux fluorescence; hits give low values; 310,000 tested, 1.2% active;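 active means ratio B-score over 3 SD below the library mean, with starting fluorescence within 5 SD of its mean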;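 further: negative B-score means less thallium flux so channel inhibition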
Target sequence (Q9NPC2 whole entry, looked up, the tested form may be a part): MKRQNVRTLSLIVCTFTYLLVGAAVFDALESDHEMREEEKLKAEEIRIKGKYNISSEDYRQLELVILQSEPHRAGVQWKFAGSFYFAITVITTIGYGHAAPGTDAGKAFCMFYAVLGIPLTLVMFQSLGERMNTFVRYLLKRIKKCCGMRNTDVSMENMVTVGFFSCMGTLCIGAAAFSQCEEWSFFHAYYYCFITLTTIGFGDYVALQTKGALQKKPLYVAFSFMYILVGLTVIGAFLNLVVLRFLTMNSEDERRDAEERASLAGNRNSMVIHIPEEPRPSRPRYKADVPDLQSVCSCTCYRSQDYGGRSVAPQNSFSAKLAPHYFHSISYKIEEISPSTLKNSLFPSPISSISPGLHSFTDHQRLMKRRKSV
PolyA inhibitor: inhibitors of polyadenylation in S. cerevisiae; 300,000 tested, 0.02% active; S. cerevisiae SKY197-pL101 polyadenylation reporter, beta-gal luminescence; efflux-impaired pdr1/pdr3 knockout yeast; score 100 = 6 SD above DMSO; calls only at 12 µM; AID 1875;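 active means lowest replicate activity score at least 50, where 100 means six control SD above control mean; inconclusive means lowest score under 50 but half or more replicates reach 50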;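 further: yeast exposed to compound for 9 h at 30 °C; higher score means more reporter readthrough which indicates perturbed polyadenylation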
KCNQ1 act: human KCNQ1 channel potentiation or activation; 310,000 tested, 0.35% active; P51787; B-score at 10 µM; CHO-K1 KCNQ1, thallium flux FluxOR fluorescence; hits give high values;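 active means fluorescence ratio B-score, a plate-corrected score, at least three library SD, with initial intensity B-score within 5 SD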
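assay system = KCNQ1-transfected CHO-K1 cells | medium = assay buffer with matched DMSO | probe or stimulus = depolarizing K+/Tl+ stimulus, K2SO4 and Tl2SO4 each 12.5 mM in 5x stock | dosing = single dose | incubation = dye 90 min, compound 20 min, room temperature | detection = kinetic FluxOR fluorescence, 10 s baseline plus 110 s post-stimulus | evaluation = ratio B score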
KCNK3 inh: human KCNK3 channel inhibition, primary screen; CHO-KCNK3 thallium flux, FluxOR fluorescence; hits give low values; B-score at 10 µM; 340,000 tested, 0.84% active; AID 602410;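 active means B-score under library mean minus 4 SD, starting fluorescence ratio at most library mean plus 5 SD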;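 further: more negative B-score means stronger inhibition of thallium flux through KCNK3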
Target sequence (O14649 whole entry, looked up): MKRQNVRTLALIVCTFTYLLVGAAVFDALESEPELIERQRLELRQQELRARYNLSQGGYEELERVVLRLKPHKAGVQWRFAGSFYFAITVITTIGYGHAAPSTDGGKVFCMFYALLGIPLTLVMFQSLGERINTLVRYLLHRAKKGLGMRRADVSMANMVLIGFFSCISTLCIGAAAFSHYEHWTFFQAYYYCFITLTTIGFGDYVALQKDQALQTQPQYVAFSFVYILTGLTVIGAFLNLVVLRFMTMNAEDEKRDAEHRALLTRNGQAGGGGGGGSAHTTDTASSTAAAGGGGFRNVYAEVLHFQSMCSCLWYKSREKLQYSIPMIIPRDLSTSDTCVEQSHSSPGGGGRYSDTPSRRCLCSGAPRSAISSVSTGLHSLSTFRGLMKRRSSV
DYRK1A inh: inhibitors of rat Dyrk1A kinase; Q63470; ADP-Glo luminescence, NFATc1 peptide; inhibition, % at 12.5 µM; 310,000 tested, 0.43% active; in the data active means inhibition above about 50%;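 further: plate controls were vehicle with enzyme for no effect and no enzyme for full effect; many of its hits are not listed in these tables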
TRPC4 PAM: allosteric potentiators of mouse TRPC4 channel. Q9QUQ5. HEK293 TRPC4beta/mu-opioid, DAMGO EC20, Fluo-4 Ca2+ flux; hits give high values. B-score at 10 µM. 310,000 tested, 0.42% active;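 active means B-score of calcium response area above 5 SD of library B-scores, with initial fluorescence ratio within 5 SD of library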;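 further: B-score of integrated fluorescence ratio over time as area under calcium response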
Starred values were filed as active, the others as inactive; i = inactive; ? = inconclusive; . = not tested or not shown. An excerpt; count on the stated rates, not on these rows.

SMILES | hERG rescue | KCNQ1 inh | TRPC4 block | Platelet DG rel | TRPC4 act | KCNK9 block | PolyA inhibitor | KCNQ1 act | KCNK3 inh | DYRK1A inh | TRPC4 PAM
Cc1ccc(S(=O)(=O)CC(=O)N2CC(C)OC(C)C2)cc1 (stereo unspecified) | -6.2 | i | i | 0.5 | i | i | i | i | i | 2.7 | i
COc1ccc(S(=O)(=O)Nc2ccc(S(=O)(=O)N3CCCC3)cc2)cc1 | -5.7 | i | i | 1.9 | i | i | i | i | i | -8.6 | i
C/C(CC1CC(COCCC(C)C)OC1=O)=N\NC(N)=S (stereo unspecified) | -10.5 | i | i | -31.6 | i | i | . | i | i | -2.3 | i
Cc1cccc(CC2CC(=O)N(C3CCCCC3)C2=O)c1 (stereo unspecified) | -11.6 | i | i | 15.6 | i | i | i | i | i | 6.2 | i
O=C(Nc1nc(-c2ccc(-c3ccccc3)cc2)cs1)c1cnccn1 | 2.4 | i | i | 4.5 | i | i | i | i | i | 2.5 | i
C/C(Cn1nnc2ccccc21)=N/OC(=O)c1c(F)cccc1F | -1.6 | i | i | -3.2 | i | i | i | i | i | -2.3 | i
C#CCn1c(O)c(N=NC(=O)CNC(=O)c2cccnc2)c2ccccc21 | -7.0 | i | i | 0.3 | i | i | i | i | i | . | i
CCN(CC)C(=O)Oc1ccc(OC(=O)N(CC)CC)cc1 | -11.4 | i | i | -7.6 | i | i | i | i | i | 2.1 | i
CNCc1ccccc1OCc1ccccc1F | -4.0 | i | i | -4.1 | i | i | i | i | i | 3.0 | i
CCOC(=O)N1CCC(N2C(=O)c3cc(C(=O)NC4CCCCC4)ccc3C2O)CC1 (stereo unspecified) | -4.5 | i | i | 7.7 | i | i | i | i | i | 12.7 | i
Cc1cc(C)c(S(=O)(=O)c2ccccc2)c(OC(=O)c2c(Cl)cc(Cl)cc2Cl)n1 | -6.9 | i | i | 0.6 | i | -10.4* | i | i | i | 1.2 | i
CCN(CC)C(=O)C1CCCN(Cc2ccc(OC)c(C)c2C)C1 (stereo unspecified) | -8.2 | i | i | -10.4 | i | i | i | i | i | -111.1 | i

One compound at a time, as listed above. Order of screens: hERG rescue	KCNQ1 inh	TRPC4 block	Platelet DG rel	TRPC4 act	KCNK9 block	PolyA inhibitor	KCNQ1 act	KCNK3 inh	DYRK1A inh	TRPC4 PAM
C#CCn1c(O)c(N=NC(=O)CNC(=O)c2cccnc2)c2ccccc21 in the list: -7.0	i	i	0.3	i	i	i	i	i	.	i
CCOC(=O)N1CCC(N2C(=O)c3cc(C(=O)NC4CCCCC4)ccc3C2O)CC1 (stereo unspecified) in the list: -4.5	i	i	7.7	i	i	i	i	i	12.7	i
COc1ccc(S(=O)(=O)Nc2ccc(S(=O)(=O)N3CCCC3)cc2)cc1 in the list: -5.7	i	i	1.9	i	i	i	i	i	-8.6	i
Cc1cccc(CC2CC(=O)N(C3CCCCC3)C2=O)c1 (stereo unspecified) in the list: -11.6	i	i	15.6	i	i	i	i	i	6.2	i
CNCc1ccccc1OCc1ccccc1F in the list: -4.0	i	i	-4.1	i	i	i	i	i	3.0	i

Going on with the list.
SMILES | hERG rescue | KCNQ1 inh | TRPC4 block | Platelet DG rel | TRPC4 act | KCNK9 block | PolyA inhibitor | KCNQ1 act | KCNK3 inh | DYRK1A inh | TRPC4 PAM
CN(Cc1nc(-c2ccncc2)no1)S(=O)(=O)c1ccc(Br)cc1 | -5.1 | i | i | 7.1 | i | i | i | i | i | -2.4 | i
CCN(CC)S(=O)(=O)c1ccc(NN)nc1 | -4.6 | i | i | 1.8 | i | i | i | i | i | 5.6 | i
Cc1c(-n2c(SC(C)C(=O)NC(N)=O)nc3ccccc3c2=O)c(=O)n(-c2ccccc2)n1C (stereo unspecified) | -7.8 | i | i | 3.9 | i | i | i | i | i | . | i
CCn1c(CSc2nc3ccccc3s2)nnc1SCC(=O)NCC(=O)OC | -12.2 | i | i | -3.5 | i | i | i | i | i | -1.8 | i
COc1ccc(/C=C/C(=O)OCC(=O)Nc2cccc(C(C)=O)c2)cc1 | -6.0 | i | i | 7.8 | i | i | i | i | i | 3.5 | i
CCOC(=O)CC(=O)CSc1nc(C)cc(C)c1C#N | -10.8 | i | i | 0.1 | i | i | i | i | i | 8.9 | i
CCCCOCCCNC(=O)N[C@@H](CC(C)C)C(=O)O | -1.4 | i | i | -3.3 | i | i | i | i | i | 0.4 | i
COc1cccc(CN2CCCN(S(=O)(=O)c3ccc(Br)cc3)CC2)c1 | -11.7 | i | i | 2.5 | i | i | i | i | i | -6.3 | i
O=C(Nc1ccc2nc(-c3ccc(Br)o3)[nH]c2c1)c1cccs1 | -8.6 | i | i | 10.0 | i | i | i | i | i | 5.2 | i
Cn1nnnc1SCC(=O)Nc1nn(-c2ccccc2)nc1C(N)=O | -13.6 | i | i | 12.4 | i | i | i | i | i | . | i
CC(=O)c1ccc(Nc2nc(-c3cccnc3)cs2)cc1 | -3.6 | i | i | 4.9 | i | i | i | i | i | 1.7 | i
CC1CCN(C(=O)CCC(=O)Nc2nnc(C(F)(F)F)s2)CC1 | -10.2 | i | i | -7.4 | i | i | i | i | i | -9.9 | i

Ordered by molecular weight (rising): 4 of the compounds above
SMILES | hERG rescue | KCNQ1 inh | TRPC4 block | Platelet DG rel | TRPC4 act | KCNK9 block | PolyA inhibitor | KCNQ1 act | KCNK3 inh | DYRK1A inh | TRPC4 PAM
CCCCOCCCNC(=O)N[C@@H](CC(C)C)C(=O)O | -1.4 | i | i | -3.3 | i | i | i | i | i | 0.4 | i
COc1ccc(/C=C/C(=O)OCC(=O)Nc2cccc(C(C)=O)c2)cc1 | -6.0 | i | i | 7.8 | i | i | i | i | i | 3.5 | i
Cn1nnnc1SCC(=O)Nc1nn(-c2ccccc2)nc1C(N)=O | -13.6 | i | i | 12.4 | i | i | i | i | i | . | i
CCn1c(CSc2nc3ccccc3s2)nnc1SCC(=O)NCC(=O)OC | -12.2 | i | i | -3.5 | i | i | i | i | i | -1.8 | i

Going on with the list.
SMILES | hERG rescue | KCNQ1 inh | TRPC4 block | Platelet DG rel | TRPC4 act | KCNK9 block | PolyA inhibitor | KCNQ1 act | KCNK3 inh | DYRK1A inh | TRPC4 PAM
COc1ccc(C(=O)NCc2nnc(SCC(=O)NCc3ccco3)o2)cc1OC | -7.6 | i | i | -10.8 | i | i | i | i | i | -0.4 | i
COc1ccc(CNCCC(c2ccccc2)c2ccc3c(c2)OCO3)cc1 (stereo unspecified) | -15.6 | i | i | 10.2 | 125* | i | i | i | i | 32.5 | i
Cc1ccc(S(=O)(=O)Nc2cc(C(F)(F)F)ccc2N2CCOCC2)cc1 | -1.3 | i | i | -0.8 | i | i | i | i | i | -0.2 | i
Cc1ccc(-n2c(N)c(C(N)=O)sc2=S)cc1 | -2.6 | i | i | 12.1 | i | i | i | i | i | -10.6 | i
CCNc1nc2nc3ccc(C)cn3c(=O)c2cc1C(=O)NCC1CCCO1 (stereo unspecified) | -10.0 | i | i | 1.9 | i | i | i | i | i | 4.1 | i
C1CCN(c2nc(N3CCCC3)nc(N3CCNCC3)n2)C1 | -4.7 | i | i | ? | i | i | i | i | . | . | 16*
CC(=O)c1cc(CN2C(=O)c3ccccc3C2=O)cs1 | -5.5 | i | i | 0.0 | i | i | i | i | i | 3.7 | i
O=C(NNC(=O)c1ccccc1Br)c1ccc(SCC2CCCO2)c([N+](=O)[O-])c1 (stereo unspecified) | -8.9 | i | i | -0.1 | i | i | i | i | i | 7.5 | i
COc1ccc(-n2c(CNc3ccc(C)cc3)nnc2SCc2ccccc2)cc1 | -4.9 | i | i | 8.3 | i | i | i | i | i | 0.5 | i
O=C(CNC(=O)c1ccccc1Br)N/N=C/c1cccs1 | -5.4 | i | i | 3.2 | i | i | i | i | i | 4.6 | i
O=c1[nH]nc(CNc2ccc(Cl)cc2Cl)c2ccccc12 | -4.7 | i | i | 1.8 | i | i | i | i | i | -3.9 | i
CC(C)(C)c1csc(N/N=C/c2cccnc2)n1 | -19.8 | i | i | 15.9 | i | i | i | i | i | 3.9 | i
Cc1ccc2cc(C#N)c(N3CCN(C(=O)c4ccccc4)CC3)nc2c1 | -15.1 | i | i | -2.1 | i | i | i | i | i | 7.2 | i
Cc1cccc(Nc2nc(C)cc(C)c2C#N)c1 | -4.2 | i | i | -11.2 | i | i | i | i | i | . | i
c1ccc(-c2ccccc2OCCOCCN2CCc3ccccc3C2)cc1 | -16.2 | i | i | -0.6 | i | i | i | i | i | 3.1 | i
O=C(Cc1c2ccccc2nc2ccccc12)c1ccccc1 | -5.7 | i | i | -4.2 | i | i | i | i | i | 6.0 | i
CCC(=O)OCC(=O)Nc1ccc(OC)cc1[N+](=O)[O-] | -6.9 | i | i | -0.1 | i | i | i | i | i | -1.5 | i
COc1ccc(C2CC(c3ccccc3)=NN2C(=O)CCC(=O)O)cc1 (stereo unspecified) | -4.3 | i | i | 0.9 | i | i | i | i | i | -5.7 | i
CCOc1ccc(/C=C/C(=O)Nc2cccc(C(C)=O)c2)cc1 | -7.6 | i | i | -6.2 | i | i | i | i | i | -4.7 | i
CCC(=O)Nc1nnc(SCC(=O)NCC2CCCO2)s1 (stereo unspecified) | -5.2 | i | i | 9.4 | i | i | i | i | i | -0.2 | i
Cc1c(C(=O)N2CCN(c3ccc(F)cc3)CC2)sc2ncnc(N3CCN(c4ccccn4)CC3)c12 | -15.9 | i | i | 8.2 | i | i | i | i | i | 3.8 | i
Cc1ccc(O)c(-c2cc(-c3ccccc3[N+](=O)[O-])[nH]n2)c1 | -16.5 | i | i | 21.1 | i | i | i | i | i | . | i
CCSc1nnc2nc(C)cc(C)n12 | -7.9 | i | i | 3.2 | i | i | i | i | i | -1.0 | i
COc1cc(OC)c(C2=NOC(C(=O)Nc3c(C)nn(CC(=O)N4CCCC4)c3C)C2)cc1Cl (stereo unspecified) | 0.3 | i | i | 0.1 | i | i | i | i | i | -2.9 | i
Cc1cc(O)c(C(=O)c2ccccc2C(=O)O)cc1C | -5.4 | i | i | -3.8 | i | i | i | i | i | 1.4 | i
COc1cccc(C2(O)CCN(C(=O)C(C)C)CC2)c1 | -11.7 | i | i | -0.7 | i | i | i | i | i | -10.6 | i
CCC(=O)C1CCCN(C(=O)CCc2nnc(C3(c4ccc(Cl)cc4)CCC3)o2)C1 (stereo unspecified) | -4.5 | i | i | 1.2 | i | i | i | i | i | 5.3 | i
